Screening results from PubChem BioAssay.
SENP8 inh: human SENP8 protease inhibitors, primary screen, biochemical, fluorescence, Nedd8 protein substrate, uHTS; Sentrin-specific protease 8 (Homo sapiens), Q96LD8; recombinant SENP8; inhibition, % at 20 µM; actives 0.64% (n = 360,000); in the data active = inhibition mostly above about 40%, no sharp cut-off; inactive = mostly below about 27%
Target sequence (Q96LD8 whole entry, looked up): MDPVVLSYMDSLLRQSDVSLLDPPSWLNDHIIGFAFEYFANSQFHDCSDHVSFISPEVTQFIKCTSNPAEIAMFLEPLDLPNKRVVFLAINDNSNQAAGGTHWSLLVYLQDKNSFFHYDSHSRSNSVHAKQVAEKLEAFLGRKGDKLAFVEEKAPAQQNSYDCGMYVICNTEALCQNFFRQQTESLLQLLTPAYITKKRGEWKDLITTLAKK
PfGluPho inh: PfG6PD enzyme inhibitors, primary screen, biochemical, fluorescence intensity, uHTS. inhibition, % at 20 µM. actives 0.78% (n = 350,000). PfGluPho enzyme, NADPH resazurin-diaphorase fluorescence. glucose-6-phosphate dehydrogenase-6-phosphogluconolactonase (Plasmodium falciparum 3D7);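 active = inhibition reaching at least a set limit at 20 µM in the primary screen, cut at about 59% in these data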;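 also: 0% = DMSO wells with substrate and 100% = DMSO wells lacking glucose-6-phosphate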
HKDC1 inhibitor: HKDC1 hexokinase inhibitors, primary screen, biochemical, fluorescence, uHTS; recombinant HKDC1, G6PDH/diaphorase resazurin coupled fluorescence; inhibition, % at 20 µM; actives 0.16% (n = 340,000); AID 493160, 2011;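 active = inhibition above about 35% when tested at 20 µM, limit read from the data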;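 also: plate controls were DMSO wells with enzyme for no effect and DMSO wells lacking enzyme for full effect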
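test system = in-house recombinant HK5 (HKDC1) enzyme | amount = HKDC1 at 5 µg/mL | control set = DMSO-enzyme wells negative, buffer-substituted wells positive | compound = one dose of 20 µM, 1% DMSO | schedule = reaction time 90 min, room temperature, protected from light | technique = resorufin fluorescence at 613 nm | reagent = glucose with 1 mM ATP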
NR3A LBD binder: binders of NR3A ligand-binding domain, primary screen, biophysical, differential scanning fluorimetry, uHTS; Glutamate receptor ionotropic, NMDA 3A (GRIN3A) ligand-binding domain; NR3A LBD differential scanning fluorimetry, Tm shift; 0% = protein alone, 100% = glycine-bound protein; Tm shift relative to glycine control, % at 25 µM; actives 2.5% (n = 340,000);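 active = melting temperature shift of at least 10% of the positive control shift, at one fixed dose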
SENP7 inh: SENP7 protease inhibitors, primary screen, biochemical, luminescence, uHTS; Sentrin-specific protease 7 (Homo sapiens), Q9BQF6; recombinant SENP7, Z-RLRGG-aminoluciferin luminescence, 40 min; inhibition, % at 5 µM; actives 1.5% (n = 330,000); AID 434973, 2010;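 active = inhibition above about 50% at the single test dose, limit read from the data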;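 also: plate controls were DMSO with enzyme for no effect and no enzyme buffer wells for full effect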
Target sequence (Q9BQF6 706-1050 limits assumed): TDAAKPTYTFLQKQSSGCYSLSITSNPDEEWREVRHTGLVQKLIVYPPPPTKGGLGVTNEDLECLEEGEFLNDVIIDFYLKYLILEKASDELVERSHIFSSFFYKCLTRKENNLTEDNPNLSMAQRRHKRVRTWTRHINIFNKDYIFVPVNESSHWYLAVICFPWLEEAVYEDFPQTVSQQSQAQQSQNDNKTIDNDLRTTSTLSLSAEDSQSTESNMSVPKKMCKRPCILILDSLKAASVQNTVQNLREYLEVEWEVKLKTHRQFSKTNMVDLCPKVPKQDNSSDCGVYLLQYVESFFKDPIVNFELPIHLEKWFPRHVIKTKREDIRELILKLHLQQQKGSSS
MPTP block: mitochondrial permeability transition pore inhibitors, primary screen, biochemical, isolated mouse mitochondria, absorbance | Ca2+ swelling absorbance, 30 min | inhibition, % at 10 µM | actives 1.4% (n = 360,000);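 active = inhibition of 50% or more, scaled per plate between neutral and stimulator controls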;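 also: 0% = DMSO wells given calcium and 100% = 1 mM EGTA wells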
ATG4B inh: ATG4B protease inhibitors, primary screen, biochemical, fluorescence, uHTS; Cysteine protease ATG4B (Homo sapiens), Q9Y4P1; ATG4B cleavage of LC3-PLA2, NBD-HPC fluorescence, 1 h; inhibition, % at 8.33 µM; actives 0.51% (n = 340,000); in the data active = inhibition above about 40%
Target sequence (Q9Y4P1 whole entry, looked up): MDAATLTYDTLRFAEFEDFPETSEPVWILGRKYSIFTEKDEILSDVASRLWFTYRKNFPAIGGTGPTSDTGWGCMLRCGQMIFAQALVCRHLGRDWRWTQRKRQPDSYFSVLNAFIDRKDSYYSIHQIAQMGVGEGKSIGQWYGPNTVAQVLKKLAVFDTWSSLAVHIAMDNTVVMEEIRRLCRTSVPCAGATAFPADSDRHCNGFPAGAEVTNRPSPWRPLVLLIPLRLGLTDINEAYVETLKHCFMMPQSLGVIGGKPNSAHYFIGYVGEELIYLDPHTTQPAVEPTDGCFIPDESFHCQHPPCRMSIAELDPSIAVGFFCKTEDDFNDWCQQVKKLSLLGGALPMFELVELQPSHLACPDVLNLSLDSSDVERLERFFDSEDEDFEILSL
SENP6 inh: SENP6 protease inhibitors, primary screen, biochemical, luminescence, uHTS. AID 2599, 2010. actives 1.8% (n = 330,000). inhibition, % at 10 µM. Sentrin-specific protease 6 (Homo sapiens), Q9GZR1. Recombinant SENP6 catalytic domain, aminoluciferin luminescence;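 active = inhibition above about 50% at the single tested dose, limit read from the data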;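 also: plate controls were DMSO wells with enzyme for no effect and DMSO wells lacking enzyme for full effect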
* marks the source's active call; other numbers are inactive results; . = not tested or not shown.

Below each SMILES: SENP8 inh	PfGluPho inh	HKDC1 inhibitor	NR3A LBD binder	SENP7 inh	MPTP block	ATG4B inh	SENP6 inh
CCN(CC(=O)NCc1cccs1)C(=O)CCC(=O)c1ccc(F)cc1
    0	6	1	0	-13	0.1	11	-21
O=C(COC(=O)c1ccccc1O)NC(=O)NCc1ccccc1
    2	-10	0	0	5	-1.7	-2	-7
CCn1nnnc1SCC(=O)c1cc(OC)ccc1OC
    4	0	-7	-1	5	-0.1	-5	22
Cn1c(/C(C#N)=C(\O)c2cc(Cl)sc2Cl)nc2ccccc21
    14	10	-5	-1	0	-1.2	-1	14
COCCCNC(=O)c1ccccc1SC
    8	9	-13	13*	1	-0.8	2	-50
COc1cc2cc(C)c(SCC(=O)N3CCN(C(=O)c4ccco4)CC3)nc2cc1OC
    -5	5	1	-2	-1	0.7	-16	-13
CN(CC(=O)Nc1ccc(Cl)c(C(F)(F)F)c1)C(=O)c1cnccn1
    -5	16	-4	0	0	-0.3	-2	0
O=C(Nc1nnc(-c2ccncc2)o1)c1ccc(Br)s1
    -39	-2	-2	-1	-2	-1.0	-3	-23
Cc1cc(NC(=O)CSc2nc(-c3ccccc3)nc3c2c(=O)n(C)c(=O)n3C)no1
    2	-11	7	-2	11	-0.1	5	0
O=C(c1cccnc1)N1CCN(C(=O)c2cccs2)CC1
    17	-18	-2	1	-11	-2.3	-9	-10
O=C(NCc1ccccn1)Nc1cc(Cl)cc(Cl)c1
    5	9	1	-5	-4	83*	12	1
COc1ccc(Br)cc1CNc1ccc(O)cc1
    61*	68*	13	-2	58*	-3.5	0	6
O=C(Cn1c(=O)oc2cc(S(=O)(=O)N3CCCC3)ccc21)N1CCN(c2ccccn2)CC1
    -3	-24	-5	1	-5	-0.9	1	-1
CCC(c1nnc(SCC(=O)Nc2cc(Cl)ccc2C#N)n1C1CCCCC1)N(C)C (stereo unspecified)
    4	-3	5	1	0	0.2	-6	-10
O=C(O)CC(NC(=O)c1ccccc1NC(=O)c1ccccc1)C(=O)O (stereo unspecified)
    6	-17	0	28*	-1	-3.0	-4	-13
Cc1ccc(S(N)(=O)=O)cc1NC(=O)/C=C/c1ccc2c(c1)OCO2
    -198	21	-4	-2	6	-0.3	-14	13
CCOc1ccc(N2CC(C(=O)N3CC(C)OC(C)C3)CC2=O)cc1 (stereo unspecified)
    8	15	-7	0	2	0.9	0	-20
CC(C)CCNC(=O)CNC(=S)N(Cc1ccccc1)Cc1cccnc1
    14	-11	17	-2	7	-0.4	0	8
COc1cccc(C(=O)NN=C2CCCC2)c1
    6	1	-3	1	-2	-0.5	3	3
Cc1cc(C)n(C(=O)CSc2nnc(SCC(=O)n3nc(C)cc3C)s2)n1
    31	0	-7	0	2	-3.6	-3	-7

Marked active in NR3A LBD binder, among the entries above:
| SMILES | PfGluPho inh | HKDC1 inhibitor | NR3A LBD binder | SENP7 inh | MPTP block | ATG4B inh | SENP6 inh |
| --- | --- | --- | --- | --- | --- | --- | --- |
| COCCCNC(=O)c1ccccc1SC | 9 | -13 | 13* | 1 | -0.8 | 2 | -50 |
| O=C(O)CC(NC(=O)c1ccccc1NC(=O)c1ccccc1)C(=O)O (stereo unspecified) | -17 | 0 | 28* | -1 | -3.0 | -4 | -13 |

Next compounds.
Below each SMILES: SENP8 inh	PfGluPho inh	HKDC1 inhibitor	NR3A LBD binder	SENP7 inh	MPTP block	ATG4B inh	SENP6 inh
Cc1nc(-c2ccccn2)sc1C(=O)Nc1ccc(F)cc1
    14	-9	-5	-6	-11	0.4	2	-9
COc1cc(OC)cc(C(=O)NCCN2CCOCC2)c1
    9	-5	-1	0	10	0.4	-5	1
COc1ccc(CCNc2c([N+](=O)[O-])ncn2C)cc1OC
    7	-18	-9	0	-8	0.5	8	1
N=c1oc2cc(O)ccc2cc1C(=O)Nc1ccc(F)cc1
    -292	-11	-2	1	98*	1.7	0	96*
CNc1nccc(-c2ccc(Cl)cc2)c1C#N
    -410	-4	-5	-1	-7	0.9	4	-7
COc1ccccc1OCC(=O)N1CCN(S(=O)(=O)c2ccc(Cl)cc2)CC1
    4	-18	-2	1	-5	-1.7	-5	-8
O=C(Nc1ccc(F)cc1)Nc1csc2ccccc12
    6	9	2	34*	6	75*	6	-21
O=C(Cc1ncc(C(F)(F)F)cc1Cl)N1CCN(c2ccc(F)cc2)CC1
    18	0	-8	1	5	1.3	3	4
Cc1ccc(C)c2[nH]c(=O)c(CN(CCN3CCOCC3)Cc3nnnn3CC3CCCO3)cc12 (stereo unspecified)
    -69	-2	-9	-17	6	0.1	3	-17
COCc1nnc(NC(=O)C2CCN(C(=O)c3ccco3)CC2)s1
    12	7	2	0	3	-2.2	7	-4
CCN(CC(=O)Nc1c(F)cccc1F)C(=O)Cc1c[nH]c2ccccc12
    5	1	-2	-2	-2	-0.4	-13	-2
COCCNC(=O)C1CCC(CNS(=O)(=O)c2ccc3c(c2)CC(C)N3C(=O)C2CC2)CC1 (stereo unspecified)
    -9	2	-2	0	-7	-0.1	-6	-9
C[C@H](N)c1nnc(SCC(=O)c2ccc(Cl)cc2)o1
    0	-9	11	2	-1	-2.5	-2	-16
CCC(C)[C@H](NC(=O)N1CC(=O)Nc2ccccc21)C(=O)N[C@H](Cc1c[nH]c2ccccc12)C(=O)O (stereo partly specified)
    16	-11	2	-2	2	-0.5	-6	-2
Cc1cccn2c(=O)c(C=O)c(N3CCCCC3)nc12
    0	5	5	-1	-5	-0.6	-2	-3
COc1ccc(N2CCN(C(c3cccs3)C(C)NC(=O)c3ccco3)CC2)cc1 (stereo unspecified)
    22	-1	5	0	5	-2.3	1	-13
COc1ccc(/C(O)=C2/C(=O)C(=O)N(c3ccccn3)C2c2cccc(Cl)c2)cc1 (stereo unspecified)
    -42	-4	13	-2	4	3.0	-2	3
CC(=O)NC(CCS(C)(=O)=O)C(=O)Nc1cc(C)ccc1C (stereo unspecified)
    3	3	-8	-5	6	1.0	-5	-4
CCCc1cc2c(=O)c(-c3ccc4c(c3)OCCO4)coc2cc1OC(=O)c1ccco1
    11	-12	3	0	-1	4.7	-1	6
Cc1ccc(S(=O)(=O)NCC(c2ccco2)N2CCOCC2)cc1 (stereo unspecified)
    2	-5	-8	-9	11	0.6	8	-1

As entered above.
Result for `Cc1ccc(C)c2[nH]c(=O)c(CN(CCN3CCOCC3)Cc3nnnn3CC3CCCO3)cc12` (stereo unspecified) in SENP7 inh: 6
Result for `COc1ccc(/C(O)=C2/C(=O)C(=O)N(c3ccccn3)C2c2cccc(Cl)c2)cc1` (stereo unspecified) in SENP8 inh: -42

(continued)
Below each SMILES: SENP8 inh	PfGluPho inh	HKDC1 inhibitor	NR3A LBD binder	SENP7 inh	MPTP block	ATG4B inh	SENP6 inh
CC(C)OC(=O)CSc1nc(N2CCOCC2)c2c(c1C#N)CC(C)(C)OC2
    -25	-5	2	-3	2	0.7	-9	-16
COC(=O)c1sc(N2C(=O)c3oc4ccccc4c(=O)c3C2c2cccs2)nc1C (stereo unspecified)
    -99	3	-4	0	.	1.6	1	.
Cn1c(Cl)c(/C=N/OC(=O)C2CC2)c2ccccc21
    6	-10	1	0	-2	-0.7	2	-7
CN1CCN(C(=O)/C(=C/c2cccnc2)NC(=O)c2cccc(Br)c2)CC1
    12	11	-7	-2	-2	-0.6	-1	-33
COc1ccc(N2CCN(C(=O)CN(Cc3ccccc3)S(C)(=O)=O)CC2)cc1
    8	6	-13	-1	-14	-0.3	-13	-10
COC(C[C@@H](O)C[C@H](O)COCc1ccccc1)OC
    10	16	0	1	-2	0.0	10	-13
CC(C)c1cc(-c2cc(-c3ccccc3)on2)nc(NC2CCCC2)n1
    -474	13	0	-6	2	-2.2	4	-18
COc1ccc(C2SCCN2S(=O)(=O)c2ccccc2)cc1OC (stereo unspecified)
    9	13	0	-2	10	-2.8	-8	-7
Cn1c(N)c(C(=O)COC(=O)CCCN2C(=O)c3ccccc3C2=O)c(=O)n(C)c1=O
    4	-4	-1	0	-3	1.0	-15	1
CCCC(=O)Nc1cc(-c2cn3cccnc3n2)ccc1OC
    -278	18	-8	-2	9	0.1	-1	-10
COc1ccccc1CNC(=O)c1cccc(S(=O)(=O)N2CCN(c3ccc(F)cc3)CC2)c1
    5	7	-2	3	-8	-1.3	-7	-10
CCOc1cc2c(C#N)c(N3CCOCC3)nc(N)c2c(N)n1
    -411	-10	6	0	28	-1.6	-3	13
O=C(NC1CCCCC1)NC1CC2CCCC(C1)N2C1CCCC1 (stereo unspecified)
    23	-3	-6	0	-1	1.8	-5	-1
CCOc1ccc(NC(=O)C2CCCN(c3nc(C)cc(C)n3)C2)cc1 (stereo unspecified)
    -9	-6	-3	-2	-2	-0.9	-1	-28
CSc1ccccc1NC(=O)COC(=O)CSc1ccc(C)cc1
    11	-12	4	3	5	-0.7	7	-25
O=C1CCCC2=C1C(O)(C(F)(F)F)C(=O)N2Cc1ccccc1 (stereo unspecified)
    13	-7	6	0	3	-1.6	-1	-9
CN(C)C(=O)CSc1nnc(-c2cccs2)n1-c1ccccc1
    -11	5	-6	-1	-4	1.3	-10	-1
CCc1ccc(NC(=O)Nc2cccc(OC)c2)cc1
    10	8	-6	4	56*	63*	-4	2
CCOC(=O)N1CCN(c2nnc(-c3ccccc3)c3ccccc23)CC1
    20	2	-5	-3	2	-0.2	3	-16
CC1CCCCC1NC(=O)c1ccc(S(=O)(=O)NCC2CCCO2)cc1 (stereo unspecified)
    0	-5	0	0	-2	0.3	8	7
CC1(C)NC(=O)N(CCOCCOc2ccc3ccccc3c2Br)C1=O
    10	13	-3	1	-22	2.9	-25	6
COc1cc(/C=C/C(=O)c2ccc(F)cc2)cc(OC)c1OC
    -17	9	4	-2	2	0.7	0	13
CCOC(=O)c1c(NC(=O)CSc2nnnn2-c2ccc3c(c2)OCO3)sc(C)c1C
    11	-3	-11	-17	5	1.2	1	3
COC(=O)c1c(-c2ccccc2)csc1NC1=NS(=O)(=O)c2ccccc21
    -188	-20	-5	2	5	6.7	13	5
CCOC(=O)C1CCCN(c2c(NCCc3ccc(C)cc3)c(=O)c2=O)C1 (stereo unspecified)
    16	-21	-3	0	-4	2.3	3	-27
COc1cc2c(cc1NC(=S)Nc1ccccc1C)oc1ccccc12
    -414	-6	1	0	-10	4.3	7	-5
COc1ccc(C(=O)Nc2ccc3c(c2)nc(CN2CCCC2)n3C)cc1
    -50	-2	-1	0	10	0.1	-17	15
CCOC(=O)N1CCN(S(=O)(=O)c2ccc(OC)c(C(=O)N3CCCCC3)c2)CC1
    8	-1	-3	0	7	-1.3	-8	-17
COC(=O)CNC(=O)c1cccc(-c2ccc(OC)cc2)c1
    -14	-6	-2	-2	3	0.9	2	9
COC(=O)c1ccc(-c2c(-c3ccccc3)ncc3cc(OC)c(OC)cc23)cc1
    -332	9	15	3	-3	-1.0	-16	-19
CC(=O)NS(=O)(=O)c1ccc(Nc2ccc([N+](=O)[O-])c3nonc23)cc1
    24*	-19	27	-1	4	3.6	5	6
O=C(O)C1C2C=CC(C2)C1C(=O)OC1CC2CCC1C2 (stereo unspecified)
    5	-24	-4	14*	10	0.2	5	-16
CCCCNC(=O)N(O)C1N(/N=C/c2ccccc2OC)C(=S)SC1(C)C (stereo unspecified)
    22	3	0	-3	3	1.5	22	-11
